# Bim-Bcl-B: inhibitors of Bim-Bcl-B binding, primary screen, biochemical, multiplexed, human Bcl-2 family | 0.073% of 190,000 active | AID 951, 2007 | bead-based flow cytometry, Bim peptide-Bcl-B binding | Bcl-2-like protein 10 (Homo sapiens), Q9HD36 | inhibition, % at 10 µM;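 note: 0% = tracer peptide without compound and 100% = reference inhibitor peptide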
# Bcl-XL Bim block: inhibitors of Bim-Bcl-XL binding, primary screen, biochemical, multiplexed, bead flow cytometry, human Bcl-XL; 0.04% of 190,000 active; inhibition, % at 10 µM; Bim peptide-Bcl-XL binding, fluorescence; Bcl-2-like protein 1 (Homo sapiens), Q07817
# RGS7-Gao: RGS7-Galphao binding modulators, primary screen, biochemical, multiplexed bead flow cytometry | AID 1439, 2008 | actives lie on both sides | binding response (% of control), % at 10 µM | Guanine nucleotide-binding protein G(o) subunit alpha (Homo sapiens), P09471 | 0.35% of 220,000 active; in the data active = binding response below about 49% or above about 150%; inconclusive = no clear call, values can overlap the other calls; inactive = in between;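 note: fluorescent Galphao held in activated GDP-AlF4 state binding bead-coupled RGS7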
# Bcl-W Bim block: inhibitors of Bim binding to Bcl-W, primary screen, biochemical, multiplexed, bead-based flow cytometry. Bcl-2-like protein 2 (Homo sapiens), Q92843. Bim peptide-Bcl-W binding. inhibition, % at 10 µM. 0.02% of 190,000 active. AID 952, 2007;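 note: 0% = bound tracer without compound and 100% = peptide blocker; higher means less fluorescent Bim peptide bound to Bcl-W beads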
# Target sequence (Q92843 whole entry, looked up): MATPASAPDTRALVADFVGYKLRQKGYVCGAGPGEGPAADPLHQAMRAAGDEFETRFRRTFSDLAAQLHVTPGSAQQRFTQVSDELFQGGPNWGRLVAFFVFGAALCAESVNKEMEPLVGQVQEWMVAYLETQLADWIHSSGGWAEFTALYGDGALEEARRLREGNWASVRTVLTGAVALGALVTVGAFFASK
# ABCG2 block: ABCG2 efflux pump inhibitors, primary screen, multiplex with ABCB1, IgMXP3 cells, flow cytometry; Broad substrate specificity ATP-binding cassette transporter ABCG2 (Homo sapiens), Q9UNQ0; JC-1 efflux; inhibition, % at 6.6 µM; 0.1% of 190,000 active; AID 1325, 2008;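 active = inhibition above 80%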;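 note: 0% = DMSO and 100% = nicardipine control wells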
# Target sequence (Q9UNQ0 whole entry, looked up): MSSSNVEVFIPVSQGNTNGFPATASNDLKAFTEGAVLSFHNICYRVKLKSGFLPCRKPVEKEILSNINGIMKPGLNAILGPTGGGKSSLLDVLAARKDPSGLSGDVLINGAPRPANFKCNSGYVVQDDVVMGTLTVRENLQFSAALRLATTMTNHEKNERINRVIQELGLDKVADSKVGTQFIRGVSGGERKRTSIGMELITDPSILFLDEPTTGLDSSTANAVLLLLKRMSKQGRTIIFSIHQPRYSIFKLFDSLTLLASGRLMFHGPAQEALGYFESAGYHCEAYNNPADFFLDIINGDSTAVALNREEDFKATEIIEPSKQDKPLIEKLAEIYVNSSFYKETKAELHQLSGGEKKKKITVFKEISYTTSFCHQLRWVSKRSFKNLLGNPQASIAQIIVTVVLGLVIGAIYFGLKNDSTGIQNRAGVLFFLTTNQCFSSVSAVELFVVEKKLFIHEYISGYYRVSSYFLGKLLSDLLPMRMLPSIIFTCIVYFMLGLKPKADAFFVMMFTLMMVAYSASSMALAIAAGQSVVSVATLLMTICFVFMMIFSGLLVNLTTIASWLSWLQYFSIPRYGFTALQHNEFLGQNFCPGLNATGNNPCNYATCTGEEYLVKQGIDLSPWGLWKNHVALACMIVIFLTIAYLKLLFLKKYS
#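 Times: 10 min at 25 °C | Test system: Two drug-resistant human cell lines, ABCG2 and ABCB1 | Quantity: 3 million cells/mL final, two lines in 1:1 ratio | Signal: Flow cytometry, 530 nm JC-1 signal | Dosing: Compound at 6.6 µM | Controls: Nicardipine and DMSO wells | Reagent: JC-1 as fluorescent efflux pump substrate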
# Bcl-2 Bim block: inhibitors of Bim-Bcl-2 binding, primary screen, biochemical, multiplexed, human Bcl-2 family; Apoptosis regulator Bcl-2 (Homo sapiens), P10415; Bead-based flow cytometry, Bim peptide-Bcl-2 binding; inhibition, % at 10 µM; 0.06% of 190,000 active; AID 950, 2007; in the data active = inhibition above about 40%; inconclusive = no clear call, values can overlap the other calls;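 note: 0% = no compound wells with probe peptide and 100% = reference peptide inhibitor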
# Target sequence (P10415 whole entry, looked up): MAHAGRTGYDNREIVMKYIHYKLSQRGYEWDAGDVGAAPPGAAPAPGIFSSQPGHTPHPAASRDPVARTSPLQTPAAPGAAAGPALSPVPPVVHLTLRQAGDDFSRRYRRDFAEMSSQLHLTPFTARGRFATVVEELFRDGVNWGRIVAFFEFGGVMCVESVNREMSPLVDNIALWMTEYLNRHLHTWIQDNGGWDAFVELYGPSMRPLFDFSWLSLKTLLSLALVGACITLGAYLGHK
# Bfl-1 Bim block: inhibitors of Bim binding to Bfl-1, primary screen, biochemical, multiplexed, bead-based flow cytometry; Bcl-2-related protein A1 (Homo sapiens), Q16548; Bim-Bfl-1 binding inhibition; inhibition, % at 10 µM; 0.12% of 190,000 active; AID 1008, 2008;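 note: 0% = wells without compound plus tracer and 100% = blocker peptide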
# ABCB1 inh: ABCB1 efflux pump inhibitors, primary screen, cell-based, multiplex, flow cytometry, ABCG2 counter-screen; ATP-dependent translocase ABCB1 (Homo sapiens), P08183; CCRF-Adr cells, JC-1 efflux; inhibition, % at 6.6 µM; 0.067% of 190,000 active; in the data active = inhibition above about 40%;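 note: 0% = vehicle and 100% = reference inhibitor; higher value means more JC-1 retained so stronger ABCB1 efflux block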
# RGS4-Gao reg: modulators of RGS4 binding to Galphao, primary screen, biochemical, multiplexed bead flow cytometry | Guanine nucleotide-binding protein G(o) subunit alpha (Homo sapiens), P09471 | actives lie on both sides | binding response (% of control), % at 10 µM | 0.33% of 220,000 active | AID 1415, 2008; in the data active = binding response below about 49% or above about 150%; inactive = in between;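 note: fluorescent Galphao activated with aluminum fluoride binding bead-coupled RGS4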
# GSH fluor: compound fluorescence on glutathione beads, profiling panel, artefact control, biophysical, 488/530 nm, flow cytometry; GSH beads flow cytometry, compound fluorescence 488/530 nm; hits give high values; AID 1776, 2009; 0.25% of 190,000 active; fluorescence (KMESF) at 10 µM; in the data active = fluorescence above about 89;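 note: glutathione beads carrying GST-tagged Bcl family fusion proteins plus one bare bead set; values are compound well signal with DMSO vehicle wells as background; inactives centre near 16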
# Avidin bead fluor: green autofluorescence of compounds with avidin beads – biophysical, 488/530 nm, flow cytometry, artefact control, profiling panel | 0.38% of 220,000 active | fluorescence (KMESF) at 10 µM | compound fluorescence 488/530 nm; hits give high values; in the data active = fluorescence above about 47; note: inactives centre near 10
# * hit, by the source's call; ? = inconclusive; . = no result given; [ ] = another dose, or the depositor's remark. Cut-off read from the data, not from the text of the source, unless noted: active = inhibition above about 40%.
item	Compound	Bim-Bcl-B	Bcl-XL Bim block	RGS7-Gao	Bcl-W Bim block	ABCG2 block	Bcl-2 Bim block
1	O=C1Nc2ccccc2C12OCCCCO2	0	0	100	-1	2	-3
2	Cc1ccc2nc3sc(C(=O)NCc4ccco4)c(N)c3cc2c1	-15	-13	97	-11	1	2
3	COc1cccc(C2CC(=O)N3CN(c4cccc(Cl)c4C)CSC3=C2C#N)c1OC (stereo not given)	-32	-2	113	-1	-1	-4
4	CCCN1C(=O)/C(=C2\SC(N3CCCCC3)=NC2=O)c2ccccc21	-2	-6	107	-5	4	-2
5	O=C(O)c1c(Cl)nc2ccccn12	0	1	?	1	2	-1
6	CCCCn1c(-c2nn(C)c(C)c2Cl)n[nH]c1=S	-25	-5	119	-3	0	-2
7	O=C(c1csc2c1CCCC2)N1CCN(c2ccc(F)cc2)CC1	-6	-2	95	0	5	3
8	COC(=O)c1ccc2c(c1)NC1=C(C(=O)CC(C)(C)C1)C(c1ccncc1)N2 (stereo not given)	-6	0	95	-3	0	-3
9	Cc1cc(C(=O)COC(=O)C2=NN(c3ccccc3)C(=O)CC2)c(C)n1CC(F)(F)F	-4	2	98	2	0	-1
10	O=C(O)CC1=C(O)C(=O)N(c2ccccc2)C1c1ccc(Cl)cc1 (stereo not given)	0	-2	102	-3	0	3
11	CCN(CC)c1ccc(/C=N/NC(=O)Cc2cccs2)cc1	-3	-4	99	-3	6	-7
12	CCCCCCC1(C)NC(=S)N(c2ccccc2)N1 (stereo not given)	-13	0	99	-2	5	0
13	O=C(NCCc1ccccc1)C1CCC(Cn2c(=O)c3ccccc3n(Cc3cccnc3)c2=O)CC1 (stereo not given)	4	-5	92	-1	5	-5
14	CC(NC(=O)NNC(=O)c1ccncc1)(C(F)(F)F)C(F)(F)F	-4	-5	97	-1	1	-1
15	O=C1N=C(N2CCOCC2)S/C1=C/c1ccc(-c2ccc(F)cc2)o1	-2	0	98	2	-2	3

item	Bfl-1 Bim block	ABCB1 inh	RGS4-Gao reg	GSH fluor	Avidin bead fluor
1	3	0.8	100	24	12
2	0	-0.6	94	15	3
3	20	-0.2	97	22	4
4	-1	2.4	101	19	45
5	-3	0.6	96	11	11
6	8	0.1	112	24	15
7	1	1.0	85	16	3
8	-1	-0.6	95	19	5
9	-5	0.0	99	14	12
10	-1	0.2	105	12	19
11	-13	0.7	101	16	19
12	-1	0.9	104	24	11
13	-18	4.0	93	9	11
14	-3	-0.2	100	11	9
15	7	-0.5	97	11	13

# Continued:
item	Compound	Bim-Bcl-B	Bcl-XL Bim block	RGS7-Gao	Bcl-W Bim block	ABCG2 block	Bcl-2 Bim block
16	Cc1ccc(-c2ccc(C(=O)O)[nH]2)cc1	0	-1	100	0	5	2
17	COCCNC(=O)c1cc2cc(Cl)cc(Cl)c2oc1=O	-49	-17	?	-8	7	-6
18	Cc1cc(N)n2nc(-c3ccc(C(C)(C)C)cc3)cc2n1	-11	-4	97	1	21	-11
19	COc1ccc(N2CCN(CCNS(=O)(=O)c3cccc4nsnc34)CC2)cc1	-8	-2	105	0	3	-7
20	CNc1nc(C)c(C(C)=O)cc1C#N	-4	-3	100	0	4	-6
21	O=C(CCC1CCCCC1)NCCN1C2=NC[C@H](Cc3ccc(O)cc3)N2C[C@H]1Cc1ccc(O)cc1	-4	0	105	-2	0	-3
22	CC1=CN2C(=N)/C(=C/c3ccc(C)o3)C(=O)N=C2S1	-5	-4	101	0	6	-5
23	CN(C)c1ccc2c(c1)OC(N)=C(C#N)C2c1cccc(F)c1 (stereo not given)	-10	-5	108	-4	-3	-8
24	COc1ccccc1OCC(=O)Nc1ccccc1C(=O)NCc1ccco1	-3	5	103	0	5	.
25	CCOC(=O)N1CCN(C(=O)c2ccc(N3CCCC3=O)cc2)CC1	-3	-2	100	0	3	-1
26	CC1CCCC(NC(=O)CCCn2c(=O)[nH]c3cc(Cl)ccc3c2=O)C1C (stereo not given)	-5	-1	176*[activator]	0	1	-3
27	Cn1cnnc1SCC(=O)NC1CCCCC1	-3	-3	99	-4	0	-2
28	N#Cc1cc([N+](=O)[O-])cnc1Nc1ccccc1	-5	-8	97	-2	8	-4
29	CC1(C)[C@@H](O)CC[C@]2(C)[C@H]3C(=O)C=C4[C@@H]5C[C@@](C)(C(=O)O)CC[C@]5(C)CC[C@@]4(C)[C@]3(C)CC[C@@H]12	-1	-5	99	-3	0	0
30	O=C(/C=C/NCC(=O)c1ccccc1)c1ccc(Br)cc1	-5	-9	96	-15	8	-4

item	Bfl-1 Bim block	ABCB1 inh	RGS4-Gao reg	GSH fluor	Avidin bead fluor
16	-1	0.7	103	11	24
17	0	0.5	102	24	10
18	-14	1.3	98	36	12
19	-10	1.7	103	26	7
20	-15	0.3	98	15	7
21	2	0.2	106	19	5
22	-2	0.6	100	12	12
23	-6	-3.3	110	28	6
24	6	2.5	90	21	10
25	-8	-0.4	103	14	14
26	-7	0.4	212*[activator]	36	100*
27	-5	-0.4	100	19	5
28	-16	0.2	96	16	9
29	-2	0.2	100	23	10
30	0	0.0	96	11	10

# (continued)
item	Compound	Bim-Bcl-B	Bcl-XL Bim block	RGS7-Gao	Bcl-W Bim block	ABCG2 block	Bcl-2 Bim block
31	O=c1[nH]c(CSc2ncccn2)nc2c1cnn2-c1ccccc1	-5	-10	108	-8	6	-9
32	Cc1ccc(S(=O)(=O)NNC(=S)NC(=O)c2ccc([N+](=O)[O-])cc2)cc1	-1	-1	112	-1	-3	0
33	CC(NC(=O)COc1ccc([N+](=O)[O-])cc1)c1ccccc1 (stereo not given)	-3	0	108	2	9	-2
34	O=C(O)c1cccc(Oc2cccc(Cl)n2)c1	-1	-4	99	-1	7	-1
35	Cc1ccc(NC(=O)c2ncc(Cl)c(Cl)c2Cl)cc1C	-5	-3	106	-5	8	1
36	Cc1noc(C)c1COC(=O)[C@@H](NC(=O)c1ccccc1Cl)C(C)C	-6	-2	97	-1	12	0
37	O=C(Nc1cccc(Cl)c1)c1cc(S(=O)(=O)NCCc2ccc(Cl)cc2)ccc1F	-1	-3	105	3	5	-3
38	CC(Cl)C(=O)c1ccc2c(c1)CCN2C(=O)C1CC1 (stereo not given)	-1	1	98	-1	-4	0
39	O=S(=O)(NC1=NCCC1)c1cccs1	-10	-11	98	-5	3	-10
40	CC(=O)N1C(=O)c2cccc3cccc(c23)C(=O)N1C(C)=O	-1	0	100	0	1	-3
41	CC1CN=C(NC2CCCCC2C)S1 (stereo not given)	-1	1	107	1	0	0
42	O=C(CC1S/C(=N/N=C/C=C/c2ccccc2)NC1=O)Nc1ccc(C(=O)O)cc1 (stereo not given)	0	0	97	1	0	-2
43	CC(C)(C)NC(=O)CSc1nc2ccc(Nc3nc(N4CCOCC4)nc(N4CCOCC4)n3)cc2s1	-4	-1	?	-1	12	-1
44	O=C(Oc1ccc(/C=N/NC(=O)c2ccccc2O)cc1)c1ccccc1	-6	-3	102	1	12	-7
45	O=S(=O)(NCCSc1ccccc1)c1ccc2c(c1)OCCO2	0	1	100	1	0	-3

item	Bfl-1 Bim block	ABCB1 inh	RGS4-Gao reg	GSH fluor	Avidin bead fluor
31	-10	0.7	108	12	15
32	0	-1.0	109	7	11
33	-4	1.6	102	14	10
34	-4	-0.1	104	13	7
35	-3	0.0	104	7	25
36	-6	2.0	98	18	9
37	0	-0.5	106	11	7
38	0	-2.1	99	8	8
39	-23	0.3	99	30	13
40	0	-0.1	98	9	33
41	0	0.3	105	11	24
42	-5	-0.9	96	13	9
43	-1	1.8	98	19	9
44	-12	0.1	100	41	7
45	-1	0.1	100	20	35

# (further entries)
item	Compound	Bim-Bcl-B	Bcl-XL Bim block	RGS7-Gao	Bcl-W Bim block	ABCG2 block	Bcl-2 Bim block
46	COc1ccc(-c2noc(CN3CCC(Cc4ccccc4)CC3)n2)cc1	-4	-5	103	-4	-3	-3
47	O=C(C1CCCN1S(=O)(=O)c1cccc2cccnc12)N1CCc2ccccc21 (stereo not given)	-5	-5	102	-2	4	-8
48	COc1ccc(C(=O)NC(=S)NNC(=O)COc2ccccc2)cc1	-4	-2	?	-2	0	1
49	O=C(O)CCc1ccc(-c2cccs2)n1NC(=O)c1ccco1	-9	3	96	3	0	-8
50	C/C(=C\C(=O)c1ccc(Cl)cc1Cl)N(C)C	-1	-1	98	0	-2	-3
51	COc1ccc(C(=O)NCCc2cc3ccc(C)c(C)c3[nH]c2=O)cc1OC	0	-1	108	0	5	1
52	Cc1ccc(S(=O)(=O)NNC(=O)c2cccc(O)c2)cc1	-1	-4	110	-5	5	-3
53	O=C(Nc1ccccc1)/C(=C/c1ccccc1)c1ccccc1	-4	-4	98	-5	2	-3
54	COc1ccccc1C(=O)C(O)c1ccccc1OC (stereo not given)	-2	-13	101	-3	1	-5

item	Bfl-1 Bim block	ABCB1 inh	RGS4-Gao reg	GSH fluor	Avidin bead fluor
46	-4	-1.2	100	12	21
47	-12	0.9	101	12	10
48	-1	-0.1	100	20	8
49	-10	0.1	98	38	5
50	-5	-0.7	101	14	11
51	-5	1.4	106	30	20
52	-4	0.7	103	12	7
53	-6	0.4	102	17	21
54	-4	0.4	101	36	9

# Excerpt, nos. 49 to 54
item	Compound	Bim-Bcl-B	Bcl-XL Bim block	RGS7-Gao	Bcl-W Bim block	ABCG2 block	Bcl-2 Bim block
49	O=C(O)CCc1ccc(-c2cccs2)n1NC(=O)c1ccco1	-9	3	96	3	0	-8
50	C/C(=C\C(=O)c1ccc(Cl)cc1Cl)N(C)C	-1	-1	98	0	-2	-3
51	COc1ccc(C(=O)NCCc2cc3ccc(C)c(C)c3[nH]c2=O)cc1OC	0	-1	108	0	5	1
52	Cc1ccc(S(=O)(=O)NNC(=O)c2cccc(O)c2)cc1	-1	-4	110	-5	5	-3
53	O=C(Nc1ccccc1)/C(=C/c1ccccc1)c1ccccc1	-4	-4	98	-5	2	-3
54	COc1ccccc1C(=O)C(O)c1ccccc1OC (stereo not given)	-2	-13	101	-3	1	-5

item	Bfl-1 Bim block	ABCB1 inh	RGS4-Gao reg	GSH fluor	Avidin bead fluor
49	-10	0.1	98	38	5
50	-5	-0.7	101	14	11
51	-5	1.4	106	30	20
52	-4	0.7	103	12	7
53	-6	0.4	102	17	21
54	-4	0.4	101	36	9

# High-throughput results deposited in PubChem by NMMLSC.
